# Abeta rescue: A-beta toxicity reversal in yeast | yeast expressing A-beta42, growth rescue, OD600, 48 h; response scale: 0% DMSO, 100% iron-clioquinol control | Potency, µM (series often up to 46.1 µM), for inactives: at the highest dose growth rescue, hits mostly activators | 410,000 tested, 0.063% active | AID 1347071; further: potency means the concentration at half of the fitted maximal effect; nearly all actives have a fitted effect of over 55% in size
#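 Yeast A-beta toxicity model in growth medium with pinned compounds, 48 h at 30 C; growth read as absorbance at 600 nm. Normalized to FeCl3/clioquinol equimolar mix (positive) and DMSO (negative).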
# FUS suppressor: rescues growth of FUS-expressing yeast; S. cerevisiae FUS-expressing, growth rescue, OD600, 24 h; Potency, µM (highest dose often 76.6 µM), for the others: top-dose growth rescue (activation), most hits filed as activators; 390,000 tested, 0.24% active; AID 1347120;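 further: potency means the concentration at half of the fitted maximal effect; plate controls were DMSO vehicle for no effect and reference control for full effect; nearly all actives have a fitted effect of over 55% in size; some results filed as inactive show a strong effect at the top dose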
#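 Yeast FUS proteinopathy model; galactose-induced FUS (2%), starting OD 0.005. Cpds in dilution series, 24hr, 30C, 99% humidity. Abs 600 nm growth. Pos ctrl CP55940 (top 92uM final); neg ctrl DMSO.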
# IL2 activator: IL-2 activation | IL-2 activation reporter assay, cell-based qHTS; stimulated with anti-CD3/CD4/CD28 beads; in transgenic mouse T cells | activation, % (series mostly up to about 46 µM) | 360,000 tested, 0.065% active; in the data active means activation above about 50%; inconclusive means mostly about 30% to 49%; further: 0% is about no effect
#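 Unstimulated transgenic mouse T cells preincubated 60 min with compound, then stimulated with anti-CD3/anti-CD4-coated beads plus anti-CD28 for 18 h at 37 degrees C. IL-2 response read as EGFP and DsRed fluorescence by plate cytometry.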
# PI5P4K alpha inh: inhibitors of human PI5P4K alpha. PI5P4Kalpha enzyme, ADP-Glo luminescence, 60 min; active compounds read low. 330,000 tested, 1.2% active. max response, %; active means max response of -50% or lower; inconclusive means between -30% and -50%; inactive means -30% or higher; further: value at the top dose of about 77 µM; on the % scale 0 is the no-effect control and ±100 the full control effect
# Target sequence (P48426 whole entry, looked up): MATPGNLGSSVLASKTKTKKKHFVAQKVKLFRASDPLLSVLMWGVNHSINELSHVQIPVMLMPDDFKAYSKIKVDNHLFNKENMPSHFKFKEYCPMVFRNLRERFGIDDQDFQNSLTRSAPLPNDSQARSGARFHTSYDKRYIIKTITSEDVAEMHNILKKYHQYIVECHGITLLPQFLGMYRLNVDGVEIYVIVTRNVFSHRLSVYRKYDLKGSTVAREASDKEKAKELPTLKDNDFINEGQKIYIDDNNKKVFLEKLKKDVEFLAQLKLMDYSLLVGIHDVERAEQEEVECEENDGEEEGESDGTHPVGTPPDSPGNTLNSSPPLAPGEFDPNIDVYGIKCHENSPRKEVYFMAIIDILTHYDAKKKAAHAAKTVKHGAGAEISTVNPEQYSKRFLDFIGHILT
#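 ADP-Glo luminescence end-point after a 60 min room-temperature kinase reaction. PI5P4Kalpha and substrate in HEPES pH 7.4 buffer with EGTA, 0.1% CHAPS and 5% DMSO; ATP at 5 microM final.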
# EPAC1 ag: activates human EPAC1 exchange factor. O95398. EPAC1 agonist qHTS, biochemical assay; response scale: 100% = response to 6.5 mM cAMP. Potency, µM (series often up to 154 µM), for the others: at the top dose activation, actives largely listed as activators. 360,000 tested, 0.073% active. AID 720707; further: potency means the concentration at half of the fitted maximal effect; nearly all actives have a fitted effect of over 60% in size
#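 Multi-concentration qHTS readout: loss of Rap1B-bound BODIPY-GDP fluorescence driven by 100 nM EPAC1 with excess GDP (50 uM), monitored kinetically at room temperature; agonist response expressed relative to 6.5 mM cAMP.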
# WRN inhibitor: blocks human WRN helicase; Q14191; WRN helicase unwinding, fluorescent forked duplex, kinetic; Potency, µM (top dose mostly 114 µM), for inactives: at the highest dose activity change, negative = inhibition, most hits filed as inhibitors; 360,000 tested, 0.46% active; further: potency means the concentration at half of the fitted maximal effect; on the % scale 0 is the no-effect control and ±100 the full control effect; nearly all actives have a fitted effect of over 55% in size
#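 WRN at 20 nM final was preincubated with compound for 15 min at room temperature; reaction started with 100 nM forked duplex oligonucleotide carrying fluorophore and quencher plus 2 mM ATP (final). Unwinding followed kinetically by red fluorescence (ex 525/em 598 nm).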
# PLK1 PBD block: blocks phosphopeptide binding to human PLK1 polo-box domain; 360,000 tested, 2.8% active; Plk1 PBD binding of FITC phosphopeptide, fluorescence polarization; P53350; Potency, µM, for the others: max response, negative = inhibition, usual class: inhibitors; further: potency means the concentration at half of the fitted maximal effect; series mostly up to about 57 µM; on the % scale 0 is the no-effect control and ±100 the full control effect; nearly all actives have a fitted effect of over 65% in size
# Target sequence (P53350 whole entry, looked up, the tested form may be a part): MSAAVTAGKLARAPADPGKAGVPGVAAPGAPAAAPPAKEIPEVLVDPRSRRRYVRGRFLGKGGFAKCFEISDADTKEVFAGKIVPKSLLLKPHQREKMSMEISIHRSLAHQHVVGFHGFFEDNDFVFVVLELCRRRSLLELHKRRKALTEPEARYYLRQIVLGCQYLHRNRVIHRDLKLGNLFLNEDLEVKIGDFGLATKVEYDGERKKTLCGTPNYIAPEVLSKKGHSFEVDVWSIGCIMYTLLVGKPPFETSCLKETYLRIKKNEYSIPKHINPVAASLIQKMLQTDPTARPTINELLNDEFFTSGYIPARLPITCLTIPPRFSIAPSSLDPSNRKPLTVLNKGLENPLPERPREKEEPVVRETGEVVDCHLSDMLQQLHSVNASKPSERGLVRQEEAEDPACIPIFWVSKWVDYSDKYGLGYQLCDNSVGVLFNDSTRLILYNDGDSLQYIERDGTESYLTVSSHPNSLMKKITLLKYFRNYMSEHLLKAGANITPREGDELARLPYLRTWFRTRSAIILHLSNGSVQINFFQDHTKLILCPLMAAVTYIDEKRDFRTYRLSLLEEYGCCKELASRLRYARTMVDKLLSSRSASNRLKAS
# EPAC1 antag: EPAC1 (human) antagonism | O95398 | EPAC1 GEF assay, Rap1b-BODIPY-GDP exchange fluorescence | Potency, µM (doses to about 115 µM), for the others: at the highest dose activity change, negative = inhibition, usual class: inhibitors | 360,000 tested, 0.14% active | AID 720709;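 further: potency means the concentration at half of the fitted maximal effect; plate controls were vehicle for no effect and positive control for full effect; nearly all actives have a fitted effect of over 50% in size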
# Numbers without * were called inactive; ? = inconclusive; / = not tested or not shown; [ ] = another dose, or the depositor's remark. Unless noted, the call rests on the fitted dose curve; in most records, active means well fitted curve in the direction sought with a large enough effect; inconclusive means small, poorly fitted or top-dose-only effect, or another doubt; inactive means no such curve, though single readings can be large; an effect the other way counts as inactive or inconclusive.
# Each structure is followed by: Abeta rescue	FUS suppressor	IL2 activator	PI5P4K alpha inh	EPAC1 ag	WRN inhibitor	PLK1 PBD block	EPAC1 antag
CCOC(=O)c1c(NC(=O)c2ccc(N3C(=O)[C@@H]4[C@H](C3=O)[C@H]3C=C[C@@H]4C3)cc2)sc2c1CC(C)CC2 (some centres undefined)
 : -10%	21%	-3.4	6	13%	-32%[57.1 µM]	-17%	-4%
CC(=O)Nc1ccc(S(=O)(=O)NC2=NCN(CCOC(=O)c3ccccc3)CN2)cc1
 : -1%	8%	0.2	0	-2%	3%	-5%	-4%
Cc1cccc(NC(=S)NCCc2ccc(F)cc2)c1C
 : 8%	-13%	-1.1	-11	-8%	2%	-7%	-28%
CC(=O)Nc1ccc(OCC(O)CN2CCN(c3ccc(Cl)cc3)CC2)cc1 (centres undefined)
 : 1%	7%	-2.0	3	-4%	8%	-8%	7%
C/C(=N/NC(=O)CNC(=O)c1ccncc1)c1ccco1
 : 0%	-10%	4.0	4	-1%	-3%	-2%	-9%
Cc1ccc(-n2nc3c(c2NC(=O)c2cc4ccccc4o2)CS(=O)(=O)C3)cc1
 : -2%	/	-1.5	-5	10%	-3%	9%	-22%
COC(=O)c1cn[nH]c1NC(=S)Nc1ccccc1C
 : -3%	32%	-2.2	/	1%	-6%	-22%	-11%
CN(C)C(=O)c1cc(C(=O)c2ccc(C(F)(F)F)cc2F)c[nH]1
 : -2%	9%	0.4	1	2%	-15%	1%	-10%
CCc1c(C(=O)c2ccc(Cl)cc2)oc2c(C)c3oc(=O)cc(C)c3cc12
 : -10%	19%	0.4	1	0%	8%	-1%	6%
C[C@@H]1CN([C@H](C)CO)C(=O)CCCn2nncc2CO[C@H]1CN(C)S(=O)(=O)c1cccc(C#N)c1
 : -1%	-15%	-1.9	2	15%	9%	-12%	8%
O=C1OCCN1C(=O)[C@H]1[C@H](c2ccc([N+](=O)[O-])cc2)C(c2ccccc2)=NN1c1ccc(Br)cc1
 : 12%	11%	1.7	8	-12%	-5%	-10%	-6%
CCOc1ccc(/C=N/n2c(COc3ccccc3)n[nH]c2=S)cc1OC
 : -14%	-22%	-0.2	-18	-8%	-7%	?	-8%
CC1=C(C(=O)Nc2cccc(F)c2)C(c2ccsc2)C2=C(CC(C)(C)CC2=O)N1 (centres undefined)
 : -36%[inhibitor]	/	-0.4	-3	-3%	2%	3%	6%
CC(C)Cn1c(SCC(=O)N2CCc3ccccc3C2)nc(O)cc1=O
 : 5%	38%	1.7	-9	7%	-11%	-7%	?
CCCC1Cc2c(sc(N)c2C#N)CO1 (centres undefined)
 : 6%	-8%	-2.4	3	-5%	4%	?	7%
O=c1oc2ccccc2c(Nc2ccc(F)cc2)c1[N+](=O)[O-]
 : -3%	-6%	0.1	0	1%	-2%	?	-16%
Cn1c(N/N=C/c2c[nH]c3ccccc23)nc2ccccc21
 : -5%	?	-0.9	-11	6%	-12%[57.1 µM]	-6%	-11%
CC(C)(C)n1cnc2cc(NCc3ccc(Br)cc3)ccc21
 : -13%	7%	-0.6	-9	2%	1%	21µM*	-18%
CCOc1ccc(NC(=O)CCNC(=O)Cn2cnc3ccccc3c2=O)cc1
 : 5%	3%	0.1	0	10%	-1%	-8%	-17%
Brc1cnc(OCc2ccccc2)nc1OCc1ccccc1
 : 7%	6%	-0.1	-1	-1%	-14%	3%	7%
COc1ccccc1C(=O)NCCC(=O)OCC(=O)Nc1ccc(S(N)(=O)=O)cc1
 : -15%	11%	0.5	-11	1%	7%	1%	-2%
CCCCNC(=O)c1cccc(NC(=O)C(=O)c2ccccc2NC(C)=O)c1
 : 19%	/	-0.6	0	3%	-11%	-5%	-3%
O=C(NC1CCCCC1)C(c1ccc(F)cc1)N(Cc1ccco1)C(=O)c1ccccn1 (centres undefined)
 : 4%	3%	-0.4	-3	0%	3%	-8%	-1%
CC(C)CNC(=O)c1cc(-c2ccc3c(c2)OCO3)on1
 : -12%	-16%	-1.4	-2	12%	2%	-9%	-2%
Cc1cc2cc(CN(Cc3cccs3)C(=S)NCc3ccco3)c(=O)[nH]c2cc1C
 : 4%	/	0.5	6	-27%	-27%	?	?
Cc1ccc(S(=O)(=O)N2CCC(C(=O)OC(C)C(=O)NCc3ccc4c(c3)OCO4)CC2)cc1 (centres undefined)
 : 3%	20%	-2.1	/	5%	-10%	1%	8%
COc1ccc(S(=O)(=O)N2CCOCC2)cc1NC(=O)COc1cccnc1[N+](=O)[O-]
 : 13%	-22%	-0.7	2	-10%	-8%	-7%	-7%
O=S(=O)(c1cccc2nsnc12)N1CCCC1
 : 2%	5%	-2.8	/	6%	-11%	3%	-2%
COc1ccc(Cl)cc1NC(=O)NCC1CCN(Cc2cc(C)ccc2C)CC1
 : -2%	-11%	-0.9	-2	0%	-1%	3%	12%
O=C1N=c2ccccc2=C1c1sc(=S)n(NC(=O)c2cccc(O)c2)c1O
 : -20%	24%	1.0	-22	0%	-6%	-15%	-11%

# Reprinted from the listing, 9 compounds:
# Each structure is followed by: Abeta rescue	FUS suppressor	IL2 activator	PI5P4K alpha inh	EPAC1 ag	WRN inhibitor	PLK1 PBD block	EPAC1 antag
CC(C)Cn1c(SCC(=O)N2CCc3ccccc3C2)nc(O)cc1=O
 : 5%	38%	1.7	-9	7%	-11%	-7%	?
CCCC1Cc2c(sc(N)c2C#N)CO1 (centres undefined)
 : 6%	-8%	-2.4	3	-5%	4%	?	7%
O=c1oc2ccccc2c(Nc2ccc(F)cc2)c1[N+](=O)[O-]
 : -3%	-6%	0.1	0	1%	-2%	?	-16%
Cn1c(N/N=C/c2c[nH]c3ccccc23)nc2ccccc21
 : -5%	?	-0.9	-11	6%	-12%[57.1 µM]	-6%	-11%
CC(C)(C)n1cnc2cc(NCc3ccc(Br)cc3)ccc21
 : -13%	7%	-0.6	-9	2%	1%	21µM*	-18%
CCOc1ccc(NC(=O)CCNC(=O)Cn2cnc3ccccc3c2=O)cc1
 : 5%	3%	0.1	0	10%	-1%	-8%	-17%
Brc1cnc(OCc2ccccc2)nc1OCc1ccccc1
 : 7%	6%	-0.1	-1	-1%	-14%	3%	7%
COc1ccccc1C(=O)NCCC(=O)OCC(=O)Nc1ccc(S(N)(=O)=O)cc1
 : -15%	11%	0.5	-11	1%	7%	1%	-2%
CCCCNC(=O)c1cccc(NC(=O)C(=O)c2ccccc2NC(C)=O)c1
 : 19%	/	-0.6	0	3%	-11%	-5%	-3%

# Continued:
# Each structure is followed by: Abeta rescue	FUS suppressor	IL2 activator	PI5P4K alpha inh	EPAC1 ag	WRN inhibitor	PLK1 PBD block	EPAC1 antag
CCOc1ccc(-c2noc(CCCC(=O)NC3CCCC3)n2)cc1OC
 : 1%	24%	0.2	-3	8%	-4%	-8%	-15%
CCOC(=O)C1=C(N)OC2=C(C(=O)CCC2)C1c1ccco1 (centres undefined)
 : -15%	5%	-0.3	2	5%	-10%	-12%	-5%
CC(C)CCSc1nc2[nH]ncc2c(=O)[nH]1
 : -7%	5%	-0.2	-6	9%	3%	1%	13%
O=c1cccc(-c2ccc3ccccc3c2)o1
 : -11%	3%	-0.2	-5	3%	-6%	-5%	-9%
Cc1ccc2c(c1)N(C(=O)NC1CCCCC1)C(C)(C)CC2C (centres undefined)
 : 2%	-9%	-1.8	/	5%	-12%	-9%	-18%
COc1cc(C(=S)N2CCOCC2)cc(OC)c1OS(=O)(=O)c1ccc(NC(C)=O)cc1
 : ?	19%	-2.2	/	3%	-1%	-2%	10%
CCCn1nc(NS(=O)(=O)c2cccc3nonc23)c2cc3cc(C)ccc3nc21
 : -2%	39%	-0.7	-1	-4%	4%	-21%	-25%
CCOC(=O)c1cn(Cc2ccccc2)c2cc(C)nn2c1=O
 : -7%	10%	-2.3	7	3%	3%	-1%	1%
Fc1ccccc1-c1nnc2ccc3ccccc3n12
 : 16%	-1%	-1.3	-1	6%	4%	-18%	5%
Cc1ccc(NC(=O)C2CCCN2C(=O)c2cccs2)c(C)c1 (centres undefined)
 : 6%	-3%	1.3	0	2%	-6%	-5%	-6%
COc1ccccc1NC(=O)c1oc2ccccc2c1C
 : -10%	-35%	-0.1	23	13%	2%	-9%	-3%
O=C1C2C3c4ccccc4C(c4ccccc43)C2C(=O)N1c1nc(-c2ccccc2)cs1 (centres undefined)
 : 18%	20%	2.1	0	8%	1%	-27%	-3%
Cc1ccc(NNC(=O)c2cc(C(C)(C)C)nn2Cc2ccccc2)cc1
 : 18%	1%	1.2	1	-10%	?	-10%	-26%
CC(C)NC(=S)n1cc(C(=O)c2cc(Cl)cc(Cl)c2O)cn1
 : -90%[inhibitor]	2%	0.8	-8	10%	-11%	-6%	-4%
Cc1noc(NS(=O)(=O)c2ccc(NC(=O)c3oc4ccc(F)cc4c3C)cc2)c1C
 : -1%	25%	-3.1	-3	-9%	-6%	-11%	-22%
O=C(Nc1ccccc1)c1nnsc1S(=O)c1ccc(Cl)cc1 (centres undefined)
 : -94%[inhibitor]	19%	-0.5	6	-3%	22µM*	0.47µM*	-10%
O=C(Cn1c(O)c(/C=C2\C=Nc3ccc(Br)cc32)sc1=O)N1CCCC1
 : 12%	25%	-0.9	-2	10%	-16%	-13%	-3%
O=C(CC1SC(N2CCCCC2)=NC1=O)Nc1cccc(C(=O)NCc2ccc(F)cc2)c1 (centres undefined)
 : 10%	17%	-2.6	-4	3%	-4%	-7%	8%
CC1CN(C(=O)C2(C)CC2(Cl)Cl)CC(C)O1 (centres undefined)
 : 7%	/	-3.9	1	-19%	11%	4%	-10%
CCn1cc(C(=O)OCC(=O)Nc2cccc(Cl)c2Cl)c(=O)c2ccc(C)nc21
 : ?	-7%	-0.7	7	9%	4%	-1%	8%
O=S1(=O)NC(=NCc2ccccc2)c2ccccc21
 : 19%	13%	-2.1	/	1%	4%	-7%	13%
O=C1[C@@H](Oc2ccccc2)[C@@H](c2cccnc2)N1c1ccccc1
 : -3%	-8%	-0.4	-5	-18%	-5%	-3%	2%

# Screening results: PubChem, National Center for Advancing Translational Sciences (NCATS)
